GRIN3A LBD mod – modulates the human NR3A ligand-binding domain; actives 2.5% (n = 340,000); Tm shift relative to glycine control, % at 25 µM; NR3A LBD differential scanning fluorimetry, Tm shift; 0% = protein alone, 100% = glycine-bound protein;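 active means melting temperature shift of at least 10% of the positive control shift, at one fixed dose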
mIAP inh – blocks mouse intestinal alkaline phosphatase; purified mouse IAP, CDP-Star luminescence, 30 min; inhibition, % at 10 µM; actives 0.2% (n = 330,000);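 active means inhibition of at least 40% at 10 µM in the primary screen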;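 further: plate controls were DMSO with enzyme for no effect and no enzyme wells for full effect; values of inactives mirror those of a sister screen read the other way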
APOBEC3G inh – inhibitors of human APOBEC3G DNA deaminase; recombinant A3G, ssDNA deamination FAM/TAMRA fluorescence; inhibition, % at 20 µM; actives 0.28% (n = 330,000); AID 493012;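 active means inhibition of at least 40% at 20 µM, with no more than 30% in the related APOBEC3A deaminase screen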;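 further: plate controls were DMSO wells with A3G for no effect and wells lacking A3G enzyme for full effect; some compounds called inactive have numbers as strong as hits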
Target sequence (Q9HC16 whole entry, looked up): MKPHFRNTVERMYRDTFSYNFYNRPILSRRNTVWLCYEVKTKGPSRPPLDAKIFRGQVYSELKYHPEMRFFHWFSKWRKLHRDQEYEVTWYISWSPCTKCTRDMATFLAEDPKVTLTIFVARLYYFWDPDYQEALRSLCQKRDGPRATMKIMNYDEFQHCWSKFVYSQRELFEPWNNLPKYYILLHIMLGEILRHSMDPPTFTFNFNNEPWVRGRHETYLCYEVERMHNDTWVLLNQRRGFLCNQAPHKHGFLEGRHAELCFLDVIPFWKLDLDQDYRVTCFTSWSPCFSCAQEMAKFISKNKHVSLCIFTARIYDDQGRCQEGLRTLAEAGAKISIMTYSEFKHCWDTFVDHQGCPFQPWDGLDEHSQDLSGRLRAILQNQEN
MPTP block – blocks calcium-induced mitochondrial swelling. AID 602449. inhibition, % at 10 µM. isolated mouse mitochondria, Ca2+ swelling absorbance, 30 min. actives 1.4% (n = 360,000);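 active means inhibition of 50% or more, scaled per plate between neutral and stimulator controls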;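 further: 0% = DMSO wells given calcium and 100% = 1 mM EGTA wells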
APOBEC3A inh – blocks human APOBEC3A ssDNA deamination. P31941. recombinant A3A, FAM/TAMRA ssDNA deamination fluorescence. inhibition, % at 20 µM. actives 0.41% (n = 330,000). AID 493011;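 active means at least 40% inhibition at 20 µM here, with at most 30% in a related deaminase screen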;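 further: plate controls were A3A with DMSO for no effect and wells lacking A3A enzyme for full effect; some results filed as inactive read as strong as hits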
Target sequence (P31941 whole entry, looked up): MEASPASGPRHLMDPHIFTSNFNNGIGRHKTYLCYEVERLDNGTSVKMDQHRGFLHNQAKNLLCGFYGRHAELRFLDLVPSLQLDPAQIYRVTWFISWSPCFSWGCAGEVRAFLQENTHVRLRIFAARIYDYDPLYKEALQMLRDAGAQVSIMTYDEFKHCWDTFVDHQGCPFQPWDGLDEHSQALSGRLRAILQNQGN
hIAP act – human IAP activation; purified human IAP, CDP-Star luminescence, 30 min; hits give high values; 1 = vehicle-only enzyme, 0 = enzyme-free background; P09923; activation factor at 10 µM; actives 0.16% (n = 330,000);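 active means activation factor of the enzyme at least 2-fold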; further: the source names both 10 and 20 µM as test concentration; values of inactives mirror those of a sister screen read the other way
MIN6 prolif – MIN6 beta-cell proliferation induction | MIN6 cells proliferation, ATPlite luminescence, 48 h; cells starved in 0.2% serum; 100% = growth in 10% serum | proliferation, % at 10 µM | actives 0.29% (n = 330,000) | AID 2380;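 active means compounds whose signal lies at least 3.5 SD above the mean of all wells on their plate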;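 further: 0% = DMSO-treated cells in low-serum medium and 100% = 10% serum control; some compounds called inactive have numbers as strong as hits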
hIAP block – human IAP inhibition; P09923; purified IAP, CDP-Star luminescence, 30 min; inhibition, % at 10 µM; actives 0.12% (n = 330,000); AID 2544;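 active means inhibition reaching a set limit with compound at 10 µM in the primary screen, cut at about 35% in these data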;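 further: plate controls were DMSO wells with enzyme for no effect and no-enzyme buffer wells for full effect; values of inactives mirror those of a sister screen read the other way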
mIAP act – increases mouse intestinal alkaline phosphatase activity. muIAP, CDP-Star luminescence, 30 min; hits give high values; 1 = vehicle-only enzyme signal, 0 = enzyme-free wells. activation factor at 10 µM. actives 0.24% (n = 330,000);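 active means activation factor of at least 2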; further: the source names both 10 and 20 µM as test concentration; values of inactives mirror those of a sister screen read the other way
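Assay system: mouse IAP enzyme / Compound: DMSO-dissolved test compounds / Timing: 30 min, room temperature / Measured by: luminescence from enzymatic CDP-Star hydrolysis / Control set: DMSO-only wells, enzyme-free buffer wells as negative control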
An asterisk follows results filed as active; · = no result given; & = joins results of further samples.

canonical_smiles,hIAP act,MIN6 prolif,MPTP block,APOBEC3G inh,mIAP inh,APOBEC3A inh,mIAP act,hIAP block,GRIN3A LBD mod
CCN(CC)c1nc(N)nc(NS(=O)(=O)c2ccc(Cl)cc2)n1,0.88,1,2.1,-4,-2,-2,1,12,2
CCN(CC)c1ccc(NC(=O)C2=CC=CN3CCS(=O)(=O)N=C23)cc1,1,-3,-0.7,4,5,2,0.95,-3,-2
COc1cc(/C=C(\C#N)c2ccccn2)ccc1OCc1ccc(Cl)cc1,0.94,-3,1.4,-11,9,-9,0.91,6,14*
O=C(CCCN1C(=O)/C(=C/c2cccs2)SC1=S)Nc1ccccc1O,0.95,-3,4.0,-5,14,-2,0.86,5,10*
CCOCCCNC(=O)Cn1cc2c(n1)CCCC2,1,-6,-2.6,-4,3,3,0.97,0,-2
CCN1CCN(Cc2ccc(NC(=O)c3cc(NC(=O)c4cnnc5ccccc45)cc(OC)c3)cc2C(F)(F)F)CC1,1.1,-8,-3.5&-0.2,-2,1,1,0.99,-15,-7
O=C(c1ccccc1NS(=O)(=O)c1ccccc1[N+](=O)[O-])N1CCCC1,1.2,5,0.5,-2,4,-4,0.96,-16,2
Cc1ccc(Cl)c(Nc2ccccc2C(=O)O)c1Cl,0.98&0.97,-2&-5,0.7&1.2,1&-1,-2&13,-2&0,1&0.87,2&3,2&0
CC1(C)C2CCC(C2)C1(C)NC(=O)CNCc1cccs1 (stereo not given),0.99,-3,0.2,-2,-8,-1,1.1,1,-1
O=C(CSCc1c(Cl)cccc1Cl)NCC1CCCO1 (stereo not given),0.99,6,-0.9,-1,10,0,0.9,1,-1
COc1cc(OC)c(C2=NOC(C(=O)N3CCCc4ccccc43)C2)cc1Cl (stereo not given),1.1,-2,-1.1,-4,4,-2,0.96,-13,-6
CCCOc1ccccc1/C=N/Nc1ccnc(=O)[nH]1,1.2,-1,1.1,-2,10,6,0.9,-22,-3
CC1=C(C(=O)OC2CCCCCC2)C(c2ccc(C)o2)C2=C(CCCC2=O)N1 (stereo not given),1.1,1,1.2,-8,1,0,0.99,-11,·
COc1cc(NC(=O)C/C(C)=N/NC(=O)C(OC)c2ccccc2)c(OC)cc1Cl (stereo not given),0.97,-1,1.0,-4,-19,-2,1.2,3,-5
CSc1ccc(Cl)c(C(=O)OCC(=O)NCc2ccco2)c1,0.91,-3,2.0,1,-2,5,1,9,-1
O=C(CN1CCN(c2ccc(F)cc2)CC1)N1CCOCC1,0.82,-3,-2.1,-6,2,-4,0.98,18,1
S=c1[nH]nc(C2(c3ccccc3)CCCC2)o1,0.96,-1,1.5,-7,6,-4,0.94,4,2
COc1ccc(C(=O)c2ccc(Cl)c([N+](=O)[O-])c2)cc1,0.9,0,0.4,-2,10,-1,0.9,10,4
O=C(NCc1cccnc1)c1nnc(Cc2ccc(F)cc2)o1,0.86,-3,-0.4,-2,9,-4,0.91,14,1
CCOCCCn1c(=NC(C)=O)c(C#N)cc2c(=O)n3cccc(C)c3nc21,0.88,0,2.3,0,4,4,0.96,12,1

Retrieved one by one from the entries so far (two):
canonical_smiles,hIAP act,MIN6 prolif,MPTP block,APOBEC3G inh,mIAP inh,APOBEC3A inh,mIAP act,hIAP block,GRIN3A LBD mod
COc1cc(OC)c(C2=NOC(C(=O)N3CCCc4ccccc43)C2)cc1Cl (stereo not given),1.1,-2,-1.1,-4,4,-2,0.96,-13,-6
CCCOc1ccccc1/C=N/Nc1ccnc(=O)[nH]1,1.2,-1,1.1,-2,10,6,0.9,-22,-3

The list continues.
canonical_smiles,hIAP act,MIN6 prolif,MPTP block,APOBEC3G inh,mIAP inh,APOBEC3A inh,mIAP act,hIAP block,GRIN3A LBD mod
O=C(Cc1ccc([N+](=O)[O-])cc1)Nc1cccc(C(=O)N2CCOCC2)c1,1,-3,0.4,-6,0,-3,1,0,-2
O=C(Nc1ccc(Cl)cc1Cl)C1CCC(=O)N1Cc1ccccc1Cl (stereo not given),1,1,-0.5,-5,0,-1,1,-1,-10
O=C(NC1CCS(=O)(=O)C1)c1cccc(Cl)c1 (stereo not given),0.96,-2,-1.4,-2,0,0,1,4,0
CCC(C)(C)c1ccc(Oc2ccc(NC(=O)COC(=O)C3=COCCO3)cc2)cc1,1,-7,79*,-12,-24,-2,1.2,-4,-2
CC(=O)N/C(=C\c1cccc([N+](=O)[O-])c1)C(=O)NC1CCCCC1,1.1,0,0.3,4,10,3,0.9,-11,11*
CCOC(=O)c1sc(NC(=O)CSc2nnnn2-c2ccccc2)nc1C,0.97,-3,0.3,-7,6,-3,0.94,3,-7
Clc1ccc(CSc2nnc3ccccn23)c(Cl)c1,0.94,0,1.4,-6,-5,1,1,6,2
CC1CCCCN1S(=O)(=O)c1ccc(C(=O)Nc2nnc(-c3cccs3)o2)cc1 (stereo not given),1.1,-6,-6.4,0,6,0,0.94,-6,-5
CCC(=O)Nc1ccc(S(=O)(=O)NCCc2ccccc2)cc1,1.1,-1,2.1,-4,4,5,0.95,-8,2
O=c1c(-c2cc3ccccc3o2)[n+]([O-])c2ccccc2n1OCc1ccccn1,1.1,0,4.1,-4,-1,-2,1,-5,0
O=C(CCN1CCCCC1)N=Nc1c(O)[nH]c2ccccc12,1.2,-5,-0.8,-8,10,-4,0.9,-21,-1
Nn1cc(-c2ccccc2)nc1SCC(=O)N1CCN(S(=O)(=O)c2ccc(Cl)cc2)CC1,1.1,2,0.0,-2,2,0,0.98,-10,-2
Cc1nc(SCc2ccc(F)cc2)c([N+](=O)[O-])[nH]1,1,1,-3.6,1,6,1,0.94,0,14*
Cc1nc(NCC2CCCO2)nc2c1C(=O)CC(C)C2 (stereo not given),1.1,-2,-0.3,-5,-6,-2,1.1,-7,0
CSCCC(NC(=O)c1ccccc1)C(=O)N/N=C(\C)Cc1ccccc1 (stereo not given),1.1,3,-1.1,-6,4,-3,0.96,-8,-2
CCOCCCNC(=S)Nc1ccc(Br)cc1Cl,0.95,-3,10,-10,-17,-2,1.2,5,1
Cn1c2ccc(Br)cc2c2nnc(SCC(=O)O)nc21,1.3,-1,1.2,-1,-14,-1,1.1,-29,3
NC(=O)c1ccsc1NC(=O)CSc1ccccc1F,1.1,0,0.0,-7,-2,0,1,-9,1
COc1ccc(O)c(C(c2c(C)[nH][nH]c2=O)c2c(C)[nH][nH]c2=O)c1,1.3,-2,0.6,-2,2,-1,0.98,-28,-6
COc1ccc(S(=O)(=O)NC2CC(=O)N(c3cccc(F)c3)C2)cc1OC (stereo not given),1,0,0.0,-4,3,-1,0.97,-2,-1
CN(NC(=O)c1ccc(Cl)cc1)c1nc(-c2ccccc2)nnc1C(F)(F)F,1.2,-3,4.7,-5,-1,-5,1,-25,-5
COc1ccccc1-n1cc(CN2CCN(C3CCCC3)C(CCO)C2)cn1 (stereo not given),0.96,0,1.9,-5,4,-7,0.96,4,0
Cc1ccc(C)c(NC(=O)CCC(=O)NNC(=S)Nc2ccccc2)c1,1.8,-1,-0.1,2,21,1,0.79,-80,-3
CCCCNC(=O)C(CC)(ONc1ccccc1C(F)(F)F)c1ccccc1 (stereo not given),0.85,-7,1.6,-2,3,-1,0.97,15,-5
Cc1cccc2nc(C(=O)Nc3cc(Cl)ccc3-n3cncn3)cn12,1.1,1,3.3,9,0,49*,1,-14,-3
CC1CN(C(=O)c2ccc(S(=O)(=O)Nc3ccccc3Cl)cc2)CC(C)O1 (stereo not given),1.2,-2,0.3,-4,2,-2,0.98,-19,-1
COc1cc(C(=O)NCCc2ccc(F)cc2)c([N+](=O)[O-])cc1OC,0.98,0,-1.3,-4,5,0,0.95,2,-3
CCOc1ccc(-c2c(C(=O)N/N=C/c3ccc(Cl)cc3)nnn2-c2nonc2N)cc1,1.1,-4,-0.7,-6,13,-6,0.87,-5,13*
CCNC(=S)N1CCN(S(=O)(=O)c2ccc(C)cc2)CC1,1.1,0,1.1,-8,-25,-5,1.2,-9,-1
Cc1ccccc1CN1[C@@H](C(C)C)COCCS1(=O)=O,0.86,-1,1.4,3,-7,2,1.1,14,0
Cc1cc(C)c(C)c(S(=O)(=O)N(C)C2CCN(C)CC2)c1C,1.1,-4,-0.3,-2,0,0,1,-10,-2
Nc1c(C(=O)c2cccs2)oc2ccccc12,1.1,-3,3.7,-3,5,3,0.95,-13,-18
Cc1cc(OCC(=O)NCCc2cccc(F)c2)c2c(C)cc(=O)oc2c1,1.2,0,0.0,0,0,-3,1,-16,1
O=C(CSc1nnc(CNC(=O)c2c(F)cccc2F)o1)NCCc1ccccc1,1,-3,0.2,-8,-2,1,1,-2,-1
Fc1ccc(Oc2cnc3ccccc3n2)cc1,0.98,-3,1.0,-7,4,-6,0.96,2,-1
COc1cc(C2NC(=S)NC3=C2CCc2ccccc23)cc(OC)c1OC (stereo not given),1.2,-3,-15,-2,-8,0,1.1,-18,4
CC(C)CNC(=O)COC(=O)CCC(=O)c1ccc(F)cc1,0.75,-4,0.7,6,11,3,0.89,25,4
O=C(Nc1ccc(S(=O)(=O)Nc2cnc3ccccc3n2)cc1)c1ccc(Br)o1,0.94,0,-1.6,-1,0,1,0.99,6,-4
N#Cc1c(Nc2ccccc2)s[nH]c1=O,1.1,-5,1.3,-8,-1,-4,1,-6,1
O=C(c1ccc(NS(=O)(=O)c2ccc3[nH]c(=O)[nH]c3c2)cc1)N1CCCCC1,1,1,0.8,-2,-8,-1,1.1,-2,0
O=C(CC(=O)Nc1cccnc1)Nc1cccnc1,1.1,-2,-0.2,7,-2,-2,1,-6,0
O=Cc1cnc(N2CCCCC2)s1,0.95,1,-0.2,9,9,5,0.91,4,-2
O=C1/C(=C/c2ccncc2)SC(=S)N1N1CCOCC1,0.93,-2,6.2,-1,16,-2,0.84,7,2
CCOc1nc(NCCO)nc(Nc2cc(Cl)ccc2OC)n1,1.1,-1,-1.8,-5,4,20,0.96,-10,1
COc1ccc(C)cc1NC(=O)C1CCN(C(=O)c2ccco2)CC1,0.92,0,0.1,-7,2,-2,0.98,8,0
CC(C)(C)NC(=O)c1cnn2c1NC(c1ccc(F)cc1)CC2C(F)(F)F (stereo not given),1.1,0,-0.3,-4,-8,-2,1.1,-7,0
C=C(C)CSc1nnc([C@@H]2CCCN2C(=O)OC(C)(C)C)o1,1,-1,-0.7,-3,3,-2,0.97,-5,2
O=C1CN(c2ccccc2)C(=S)N1C(=O)c1ccc(Br)cc1,1.3,-4,-0.4,-2,11,-3,0.89,-31,-2
CCN(C(=O)c1ccc2c(OC)n(CC)nc2c1)c1ccc(OC)cc1,1.1,0,1.2,-15,-6,-4,1.1,-6,-1
Cn1c(CCCNC(=O)c2cccs2)nc2ccccc21,1,-3,0.2,12,-2,-1,1,-3,-1

Following part
canonical_smiles,hIAP act,MIN6 prolif,MPTP block,APOBEC3G inh,mIAP inh,APOBEC3A inh,mIAP act,hIAP block,GRIN3A LBD mod
Cc1ccc(C(=O)NCCCc2ccccc2)s1,0.99,0,-1.3,-3,3,0,0.97,1,-13
Cc1nnsc1C(=O)N/N=C/c1c(F)cccc1Cl,0.83,1,-1.0,-13,0,4,1,17,0
CCOC(=O)C(=CNc1ccc(Oc2cncc(Cl)c2)nc1)C(=O)OCC,1,-3,1.8,-7,7,-3,0.93,0,0
COc1ccc(NC(=O)CSc2ccc(-c3cccnc3)nn2)c(OC)c1,1,3,-0.8,-8,-3,-2,1,-3,1
Cc1c(NC(=O)[C@@H](NC(=O)c2ccc(Cl)c([N+](=O)[O-])c2)C(C)C)c(=O)n(-c2ccccc2)n1C,0.95,-6,-1.0,1,-6,2,1.1,5,0

No enrichment for hits (roughly 5% active in at least one column).
